# MPTP block: blocks calcium-induced mitochondrial swelling | isolated mouse mitochondria, Ca2+ swelling absorbance, 30 min | inhibition, % at 10 µM | 360,000 tested, 1.4% active | AID 602449;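 active = inhibition of 50% or more, scaled per plate between neutral and stimulator controls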;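 note: 0% = DMSO wells given calcium and 100% = 1 mM EGTA wells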
# SENP7 block: SENP7 protease inhibition; AID 434973; Q9BQF6; inhibition, % at 5 µM; 330,000 tested, 1.5% active; recombinant SENP7, Z-RLRGG-aminoluciferin luminescence, 40 min;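 active = inhibition above about 50% at the single test dose, limit read from the data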;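 note: plate controls were DMSO with enzyme for no effect and no enzyme buffer wells for full effect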
# ATG4B inh: inhibitors of human ATG4B cysteine protease | Q9Y4P1 | ATG4B cleavage of LC3-PLA2, NBD-HPC fluorescence, 1 h | inhibition, % at 8.33 µM | 340,000 tested, 0.51% active | AID 504462; in the data active = inhibition above about 40%
# NR3A LBD binder: modulates the human NR3A ligand-binding domain. NR3A LBD differential scanning fluorimetry, Tm shift; 0% = protein alone, 100% = glycine-bound protein. Tm shift relative to glycine control, % at 25 µM. 340,000 tested, 2.5% active;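 active = melting temperature shift of at least 10% of the positive control shift, at one fixed dose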
# HKDC1 inh: HKDC1 (human) hexokinase inhibition. recombinant HKDC1, G6PDH/diaphorase resazurin coupled fluorescence. inhibition, % at 20 µM. 340,000 tested, 0.16% active. AID 493160;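 active = inhibition above about 35% when tested at 20 µM, limit read from the data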;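 note: plate controls were DMSO wells with enzyme for no effect and DMSO wells lacking enzyme for full effect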
# Target sequence (Q2TB90 whole entry, looked up): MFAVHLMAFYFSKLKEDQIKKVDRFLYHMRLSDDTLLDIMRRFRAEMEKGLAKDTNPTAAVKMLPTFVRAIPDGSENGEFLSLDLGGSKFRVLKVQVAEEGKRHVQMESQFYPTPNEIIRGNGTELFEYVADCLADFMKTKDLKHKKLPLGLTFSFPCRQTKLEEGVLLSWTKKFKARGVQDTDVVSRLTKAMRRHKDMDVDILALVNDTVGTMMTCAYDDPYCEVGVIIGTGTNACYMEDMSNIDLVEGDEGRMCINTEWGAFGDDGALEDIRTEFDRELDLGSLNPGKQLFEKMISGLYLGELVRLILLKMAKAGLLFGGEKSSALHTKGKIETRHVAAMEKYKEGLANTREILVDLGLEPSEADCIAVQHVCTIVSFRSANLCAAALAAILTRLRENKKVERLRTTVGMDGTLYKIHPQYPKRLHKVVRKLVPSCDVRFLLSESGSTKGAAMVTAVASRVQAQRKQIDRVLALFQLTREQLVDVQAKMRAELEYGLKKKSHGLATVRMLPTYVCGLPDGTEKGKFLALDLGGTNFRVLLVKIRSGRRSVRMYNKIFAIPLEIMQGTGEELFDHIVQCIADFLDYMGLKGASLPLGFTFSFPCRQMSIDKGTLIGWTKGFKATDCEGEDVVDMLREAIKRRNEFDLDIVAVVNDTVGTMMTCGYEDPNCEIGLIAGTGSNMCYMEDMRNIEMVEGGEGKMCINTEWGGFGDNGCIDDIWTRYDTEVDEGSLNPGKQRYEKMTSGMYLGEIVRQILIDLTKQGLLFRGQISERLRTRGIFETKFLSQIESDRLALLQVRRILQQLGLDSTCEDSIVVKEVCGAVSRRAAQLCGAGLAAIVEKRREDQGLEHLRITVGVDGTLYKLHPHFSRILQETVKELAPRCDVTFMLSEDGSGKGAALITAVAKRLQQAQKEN
#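 Test system: Recombinant HKDC1 (HK5) hexokinase enzyme, produced in-house | Input: HKDC1 at 5 µg/mL | Buffer or medium: Tris pH 8.0 buffer with MgCl2, Tween-20, BSA, BME | Schedule: 90 min reaction incubation at room temperature, dark | Technique: Resazurin-to-resorufin fluorescence via G6PDH and diaphorase coupling, 525/613 nm | Controls: DMSO wells with and without enzyme mix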
# SENP8 inh: SENP8 (human) protease inhibition. 360,000 tested, 0.64% active. inhibition, % at 20 µM. recombinant SENP8, Nedd8 substrate fluorescence. Q96LD8. AID 602440; in the data active = inhibition mostly above about 40%, no sharp cut-off; inactive = mostly below about 27%
# Target sequence (Q96LD8 whole entry, looked up): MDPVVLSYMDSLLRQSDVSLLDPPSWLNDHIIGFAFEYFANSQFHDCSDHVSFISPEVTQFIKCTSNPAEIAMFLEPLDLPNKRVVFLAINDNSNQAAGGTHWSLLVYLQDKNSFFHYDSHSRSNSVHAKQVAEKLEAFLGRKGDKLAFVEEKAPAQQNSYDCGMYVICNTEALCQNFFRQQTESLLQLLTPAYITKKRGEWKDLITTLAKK
# SENP6 inh: blocks the human protease SENP6 | Q9GZR1 | Recombinant SENP6 catalytic domain, aminoluciferin luminescence | inhibition, % at 10 µM | 330,000 tested, 1.8% active | AID 2599;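 active = inhibition above about 50% at the single tested dose, limit read from the data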;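 note: plate controls were DMSO wells with enzyme for no effect and DMSO wells lacking enzyme for full effect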
# PfGluPho inh: PfG6PD (Plasmodium falciparum) enzyme inhibition | PfGluPho enzyme, NADPH resazurin-diaphorase fluorescence | inhibition, % at 20 µM | 350,000 tested, 0.78% active | AID 504690;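 active = inhibition reaching at least a set limit at 20 µM in the primary screen, cut at about 59% in these data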;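 note: 0% = DMSO wells with substrate and 100% = DMSO wells lacking glucose-6-phosphate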
# * = called active by the depositor.
SMILES,MPTP block,SENP7 block,ATG4B inh,NR3A LBD binder,HKDC1 inh,SENP8 inh,SENP6 inh,PfGluPho inh
COc1ccc(S(=O)(=O)Nc2ccc(S(=O)(=O)N3CCCCC3)cc2)cc1,-1.6,-6.6,-10.7,-12.0,1.0,10.7,-5.9,-23.3
CC(OC(=O)c1oc2ccccc2c1CSC1CCCCC1)C(=O)NC(N)=O (stereo unspecified),1.2,0.3,17.6,-5.0,-15.1,26.5,6.9,-8.6
CC(C)(C)c1ccc(C(=O)Nc2cccc(C(=O)N3CCOCC3)c2)cc1,1.7,4.3,-3.7,2.4,1.8,9.2,9.6,20.9
O=C(O)c1ccc2c(c1)C(=O)N(NC(=O)c1ccccc1)C2=O,1.2,-3.6,13.9,-0.4,0.7,17.6,11.3,-9.0
CCC(Sc1nc2ncnc(N)c2[nH]1)C(=O)O (stereo unspecified),-0.6,-4.6,3.1,-0.9,-0.1,1.7,-13.6,2.8
CCc1nnc(NC(=O)CCC(=O)NC2CCCC2)s1,-0.7,0.9,-2.3,5.0,-4.6,6.8,4.9,1.5
Cc1ccnc(-n2sc3ccccc3c2=O)n1,0.7,-5.5,6.7,2.8,5.1,-52.8,2.1,97.0*
CC12CC3(C)CC(C)(C1)CC(C(N)=O)(C2)C3,0.4,-2.8,-1.1,-0.2,5.7,-4.6,-4.6,-3.6
Cc1cccc(Nc2nc(N3CCCCC3)nc(N3CCCCC3)n2)c1,5.3,-0.3,-2.1,-2.8,-0.7,5.4,-8.8,4.0
CN(C)C(CNC(=O)c1coc2ccccc2c1=O)c1ccccc1 (stereo unspecified),-1.6,-5.1,-4.3,2.3,0.4,0.0,7.0,-4.7
COc1ccccc1CC(=O)NC1CCCCCC1,-0.1,1.1,-0.5,0.7,-6.7,7.7,9.2,1.7
Cc1cc(C)c(NC(=O)C2CC(=O)N(C(C)C)C2)c(C)c1 (stereo unspecified),0.3,3.9,0.9,0.1,-7.4,0.4,20.1,-4.6
COc1ccccc1CN1CC(C(=O)NCc2ncccc2C)CCC1=O (stereo unspecified),-0.6,-0.5,13.6,0.3,-7.9,-0.1,2.4,-9.2
CCN(CC(=O)NCc1cccs1)C(=O)c1cccc(S(=O)(=O)Nc2ccccc2OC)c1,-1.7,-1.5,1.4,-1.7,-10.5,3.9,17.0,-1.1
COc1ccc(C(NC(=O)CN2CCCCCC2)c2ccc(OC)cc2)cc1,1.3,-1.2,2.2,-2.0,4.7,9.9,-12.1,-15.4
Cc1ccccc1OCc1nc2ccccc2c(=O)n1NC(=O)c1ccco1,-1.6,-0.1,-1.3,-3.2,-8.5,12.4,-2.0,-17.0
Cc1onc(-c2ccccc2)c1C(=O)Nc1ccc(S(=O)(=O)NC2=NCCCCC2)cc1,0.4,1.8,-7.8,0.1,-0.7,11.1,8.4,-7.2
N#Cc1c(-c2ccccc2)ccn(Cc2ccc(Cl)cc2)c1=O,-2.8,-0.4,-7.8,-12.3,-3.6,-444.2,-22.2,-1.0
O=C(NCc1nc2ccccc2[nH]1)C1=C[C@H](c2ccc(C(F)(F)F)cc2)C[C@H](OCCCCO)O1,-2.4,-14.7,-5.5,-6.5,-0.9,4.5,-1.3,-7.0
O=C(CSc1nnc2c3ccccc3c3ccccc3c2n1)Nc1ccccc1F,-0.6,20.7,1.5,3.5,21.0,34.6,5.0,40.2
CNc1ccc(/C=C(\C#N)c2ccccn2)cc1[N+](=O)[O-],0.3,15.0,-1.8,-4.0,0.0,35.3,-29.2,2.8
CCSc1nnc(Cc2cc(=O)[nH]c(=O)[nH]2)n1-c1ccc(Cl)cc1,0.0,-10.4,5.8,-1.2,-3.2,3.5,-0.6,-4.8
OC1(c2ccccc2F)CCN(Cc2nnc(-c3ccccc3)o2)CC1,0.4,-1.9,-2.7,0.1,0.9,-14.4,2.3,-1.2
O=C(NNc1cccc(Cl)n1)Nc1ccccc1Cl,0.0,3.0,-3.6,0.3,3.9,16.5,5.1,19.8
COc1cc(OC)c(C(=O)OCN2C(=O)c3ccccc3C2=O)cc1OC,-0.2,3.3,-12.0,-0.6,-2.2,4.6,-25.9,7.6
Cc1ccccc1OCC(=O)NCCc1nc2ccccc2[nH]1,-0.2,-1.0,-0.2,-2.8,-10.7,16.7,-16.6,23.1
Cc1cc2nc(-c3ccc(SCc4ccccc4C#N)nc3)[nH]c2cc1C,31.6,3.0,9.2,-1.1,-2.1,-277.7,-13.1,12.7
COc1cc(OC)c(OC)cc1CN1CCCC(C(=O)N2CCCCC2)C1 (stereo unspecified),-0.6,4.9,-6.4,1.0,-5.1,6.2,1.1,1.5
CC12CCC(C(=O)Nc3cccc(Cl)c3)(C(Br)C1=O)C2(C)C (stereo unspecified),7.0,-3.3,-6.4,-7.7,-3.1,7.3,5.5,-10.2
NC(=O)CNC(=O)[C@@H]1CC2(CC(c3ccc(Cl)cc3)=NO2)CN1C(=O)c1ccc(Br)cc1 (stereo partly specified),0.9,6.4,-6.8,0.6,-1.0,-14.8,-2.3,-7.5
Cc1ccc(C)c(OCc2cc(C(=O)N3C[C@@H](C)O[C@@H](C)C3)no2)c1,1.1,12.5,5.1,3.8,-1.5,-0.3,6.5,-0.7
CCn1cc(CN2N=C(C)CC2c2ccccc2)c(C)n1 (stereo unspecified),1.5,-9.3,-6.7,3.0,-4.0,2.9,7.7,-1.6
CC(C)CC(N=Cc1c(O)c2ccccc2oc1=O)C(=O)O (stereo unspecified),2.1,3.6,-7.8,0.3,-11.8,8.2,13.6,4.8
CCOC(=O)C1(Cc2cccc(Cl)c2)CCCN(CCO)C1 (stereo unspecified),-1.9,-2.7,11.3,1.3,-8.9,2.6,-4.9,15.2
CC(C)C[C@H](NC(=O)C1(c2ccccc2)CCN(C(=O)OC(C)(C)C)CC1)C(=O)N1CCC[C@H]1C(=O)O,-0.5,-4.5,-1.5,0.9,-2.3,-29.7,3.6,3.6
COc1cccc(CN(C)Cc2nc(Cc3ccccc3Cl)no2)c1,-1.7,7.0,-1.4,-3.5,12.6,4.9,5.8,-18.0
COC(=O)[C@@H](NCc1cccc(CN[C@H](C(=O)OC)c2ccccc2)c1)c1ccccc1,0.4,11.0,-6.5,-0.5,4.5,10.7,-1.1,0.3
CSc1ccccc1C(=O)N1CCN(c2cccc(Cl)c2)CC1,-0.9,-0.5,-9.9,0.6,-0.5,15.1,2.8,-14.9
CCSc1nnc(CCNS(=O)(=O)c2ccc(C(C)=O)cc2)n1C,0.4,3.4,-2.6,-2.0,-5.3,0.9,-9.8,-18.8
CCN(CC)c1ccc(C(=O)O)cc1,0.6,-9.3,-6.0,-0.3,4.9,8.2,-2.8,-11.7
C=CCN(CC=C)C(=S)NC(=O)Cc1cccc2ccccc12,0.9,-5.6,-3.4,-5.8,1.4,16.5,5.3,22.3
O=C(Nc1ccc2[nH]c(=O)[nH]c2c1)c1ccc(Cl)c(Cl)c1,-0.5,-10.8,-3.9,-1.7,-7.4,-2.7,-17.6,-43.1
COc1ccc(N2CCN(C(=O)CCCN3C(=O)c4cccc5cccc(c45)C3=O)CC2)cc1,4.6,-3.6,-12.2,0.6,4.0,-21.3,-0.2,11.6
O=C(COc1ccc(Br)cc1CO)Nc1ccc(S(=O)(=O)N2CCCC2)cc1,-2.2,-4.2,-18.6,-4.3,2.4,8.9,-4.7,7.9
CC(C)C[C@@H](C(=O)N[C@@H](C(=O)O)c1ccccc1)N1C(=O)N2CCc3c([nH]c4ccccc34)[C@@]2(C)C1=O,-0.4,-13.9,-26.5,-0.5,-1.5,0.5,-10.6,1.2
Cc1nn(C)c(Cl)c1NC(=O)OCc1ccccc1,7.9,3.9,-1.9,1.1,-4.5,16.0,-6.7,2.5
CN(C)c1ccc(/C=C/C=N/Nc2nc(N3CCOCC3)nc(N3CCOCC3)n2)cc1,2.8,3.8,-10.7,-1.1,0.2,-468.9,-4.9,-1.7
O=C(CN1CCN(c2ccc(F)cc2)CC1)Nc1cccnc1Cl,1.9,2.6,-16.7,1.6,-12.1,1.3,1.5,3.2

# Part of the list above in order of heavy-atom count, falling.
SMILES,MPTP block,SENP7 block,ATG4B inh,NR3A LBD binder,HKDC1 inh,SENP8 inh,SENP6 inh,PfGluPho inh
CC(C)C[C@@H](C(=O)N[C@@H](C(=O)O)c1ccccc1)N1C(=O)N2CCc3c([nH]c4ccccc34)[C@@]2(C)C1=O,-0.4,-13.9,-26.5,-0.5,-1.5,0.5,-10.6,1.2
COc1ccc(N2CCN(C(=O)CCCN3C(=O)c4cccc5cccc(c45)C3=O)CC2)cc1,4.6,-3.6,-12.2,0.6,4.0,-21.3,-0.2,11.6
CN(C)c1ccc(/C=C/C=N/Nc2nc(N3CCOCC3)nc(N3CCOCC3)n2)cc1,2.8,3.8,-10.7,-1.1,0.2,-468.9,-4.9,-1.7
CCSc1nnc(CCNS(=O)(=O)c2ccc(C(C)=O)cc2)n1C,0.4,3.4,-2.6,-2.0,-5.3,0.9,-9.8,-18.8
C=CCN(CC=C)C(=S)NC(=O)Cc1cccc2ccccc12,0.9,-5.6,-3.4,-5.8,1.4,16.5,5.3,22.3
Cc1nn(C)c(Cl)c1NC(=O)OCc1ccccc1,7.9,3.9,-1.9,1.1,-4.5,16.0,-6.7,2.5
CCN(CC)c1ccc(C(=O)O)cc1,0.6,-9.3,-6.0,-0.3,4.9,8.2,-2.8,-11.7

# More entries:
SMILES,MPTP block,SENP7 block,ATG4B inh,NR3A LBD binder,HKDC1 inh,SENP8 inh,SENP6 inh,PfGluPho inh
CN(C)S(=O)(=O)c1ccc(NC(=O)c2ccccn2)cc1,-1.6,21.6,3.9,-0.8,2.1,13.9,-7.4,-8.4
C/C(=N/NC(=O)Nc1ccccc1)c1ccc(C)cc1,1.4,-9.0,6.4,2.1,-1.5,25.3,-3.3,-2.1
Cc1ccc(NC(=O)C(=O)c2ccc(C)cc2)cc1,-1.3,62.2*,9.1,-0.6,-1.3,9.3,65.0*,2.2
COc1cccc(CN2CCN(C(=O)c3ccco3)CC2)c1,0.2,-2.7,-1.2,-2.2,-5.4,6.6,-4.2,0.8
Cc1cccc(C(=O)O[C@@H]2[C@H](Cc3ccccc3)NS(=O)(=O)[C@H]3C[C@@H]4C=C[C@]23O4)c1,-1.4,10.8,-3.5,-0.7,-1.2,10.8,0.1,6.1
CCC(CO)NCc1ccc(OCC(O)c2ccccc2)c(OC)c1 (stereo unspecified),-0.8,-2.7,0.2,-0.9,-0.7,4.9,-1.6,-0.2
O=C(Nc1nncs1)c1cc(S(=O)(=O)N2CCOCC2)ccc1Cl,0.7,10.0,3.5,-1.7,1.8,5.7,10.3,-27.3
Cc1ccc(OC(=O)c2cncc(Br)c2)c(C)c1,0.9,-2.3,5.2,0.9,-4.9,10.9,-29.2,-4.8
O=C(c1ccccc1)N(Cc1ccccc1)Cc1ccccc1,-1.3,-8.8,4.2,0.7,-5.0,14.6,0.1,-16.6
Cc1cc(=O)[nH]c(N)n1,0.5,4.7,6.3,0.1,-5.4,14.0,10.8,-3.7
O=C(Nc1cc(Cl)ccc1Cl)C1Cc2ccccc2O/C1=N\O (stereo unspecified),3.1,-2.5,-5.8,-0.4,-2.6,23.5,-1.4,6.1
CC1(C)CC(=O)C2=C(C1)OC(N)=C([N+](=O)[O-])C2c1ccc(C#N)s1 (stereo unspecified),-1.8,13.8,-9.9,2.1,-0.4,37.1,22.2,16.8
COC1(OC)N=C(NC(=O)Nc2ccccc2)C2(C#N)C(c3ccccc3)C12C#N (stereo unspecified),2.0,4.8,-8.0,4.3,-0.4,0.0,-11.4,57.9
CC1CCCCN1C(=O)Cn1cc(C#N)c2ccccc21 (stereo unspecified),-2.6,3.8,-8.9,-0.1,-8.8,-6.3,-2.6,-20.2
COCCC1CCCCN1C(=O)c1cc(COc2cccc(C(C)=O)c2)on1 (stereo unspecified),3.2,-1.6,-1.6,0.7,-8.3,8.4,-1.6,-7.8
Cn1c(N2CCN(C(=O)NCc3ccccc3)CC2)nc2ccccc21,-0.4,-2.8,-2.8,1.7,1.9,18.9,-20.7,-14.4
CC(=O)c1c(C)[nH]c(C(=O)NC(C)c2ccccc2)c1C (stereo unspecified),-0.9,-4.3,-1.5,0.2,-9.9,-25.1,11.0,-7.8
